RmlCD inh 1536: inhibitors of Mycobacterium tuberculosis RmlC and RmlD coupled enzymes; inhibition, % at 3.6 µM; hit rate 0.03% among 160,000; RmlC+RmlD coupled enzyme assay, percent inhibition; primary screen in compound mixtures; in the data active means inhibition mostly above about 34%, no sharp cut-off; further: some results filed as inactive read as strong as hits
Target sequence (P9WH09 whole entry, looked up): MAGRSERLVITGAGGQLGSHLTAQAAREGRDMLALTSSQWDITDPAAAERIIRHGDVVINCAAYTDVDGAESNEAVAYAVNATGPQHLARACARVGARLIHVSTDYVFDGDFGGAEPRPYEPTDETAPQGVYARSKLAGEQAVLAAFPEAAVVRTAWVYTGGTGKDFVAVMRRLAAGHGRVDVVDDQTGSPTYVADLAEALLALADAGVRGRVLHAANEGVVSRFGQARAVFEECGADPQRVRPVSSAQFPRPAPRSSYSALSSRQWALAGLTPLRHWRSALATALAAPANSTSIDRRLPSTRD
Target sequence (P9WH11 whole entry, looked up): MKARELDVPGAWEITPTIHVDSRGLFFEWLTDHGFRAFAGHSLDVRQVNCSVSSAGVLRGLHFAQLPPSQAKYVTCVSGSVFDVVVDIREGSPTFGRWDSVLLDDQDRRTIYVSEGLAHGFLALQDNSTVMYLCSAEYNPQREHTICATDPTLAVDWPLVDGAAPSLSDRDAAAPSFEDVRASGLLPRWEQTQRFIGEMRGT
GlmU inhibition: inhibition of mycobacterial GlmU enzyme – biochemical, glucosamine-1-phosphate acetyltransferase (AID 1376) | M. tuberculosis GlmU acetyltransferase enzyme assay; higher % means a stronger effect | inhibition, %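 (tested at 30 µM in the primary screen)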, or IC50 in µM where a hit was titrated | hit rate 0.25% among 220,000; in the data active means inhibition above about 13%;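 further: 0% = complete reaction with vehicle and 100% = reaction without substrate; strong numbers were not always called active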
Starred values were filed as active, the others as inactive; / = not tested or not shown. An excerpt; count on the stated rates, not on these rows.

cpd | structure | RmlCD inh 1536 | GlmU inhibition
1 | CC1(C)Cc2nc(-c3ccccc3)nc(NNC(=O)c3ccco3)c2CO1 | 10 | -1.0%
2 | O=C(NC1CCCCC1)C(c1ccco1)N(Cc1ccco1)C(=O)c1ccco1 (stereo unspecified) | / | 3.1%
3 | Cc1ccc2c(Cl)c(C(=O)Nc3ccc4c(c3)OCO4)sc2c1 | 5 | 2.3%
4 | O=C(O)c1ccccc1NS(=O)(=O)c1ccc2c(c1)OCCO2 | 12 | 3.4%
5 | Nc1ccc(/C=C/C(=O)c2cccs2)cc1 | 7 | -1.6%
6 | CC1=C(C(=O)Nc2ccccn2)C(c2cccnc2)n2nnnc2N1 (stereo unspecified) | -6 | 3.1%
7 | CCN(Cc1ccccc1)c1ccc(N=Nc2nn(C)c(C)c2[N+](=O)[O-])cc1 | -8 | -6.0%
8 | CC(=O)c1ccc(N2CCN(c3ccc(S(=O)(=O)NCCCN(C)C)cc3[N+](=O)[O-])CC2)cc1 | 24 | 0.8%
9 | CC(C)CCNC(=O)C1CCC(CNc2c(N3CCC(C)CC3)c(=O)c2=O)CC1 (stereo unspecified) | 5 | -4.9%
10 | Cn1ncc2c(NNC(=O)c3ccc(Cl)cc3Cl)ncnc21 | 10 | -3.9%
11 | COC(=O)Cc1ccc(NC(=S)N2CCCC(C)C2)cc1 (stereo unspecified) | 4 | 3.3%
12 | O=S1(=O)CCOC[C@H](Cc2ccccc2)N1Cc1cccc(C(F)(F)F)c1 | / | 5.6%
13 | CCCCn1c(N)nc2ccccc21 | / | 1.1%
14 | CCNc1nc(C23CC4CC(CC(C4)C2)C3)cs1 | 34 | 9.1%
15 | O=C(NCc1ccccc1)c1cc2nc(C3CC3)cc(C(F)(F)F)n2n1 | / | -1.4%
16 | Cc1ccnc(NC(=O)c2cc3ccccc3oc2=O)c1 | 4 | 0.2%
17 | CCN1CCCC1CN(Cc1cc2cc(C)cc(C)c2[nH]c1=O)C(=O)Nc1ccccc1OC (stereo unspecified) | / | -3.2%
18 | NNC(=O)c1ccc2c(c1)S(=O)(=O)NNC2=O | 10 | 0.7%
19 | c1ccc(-c2ccccc2OCCN2CCCCC2)cc1 | -3 | 2.1%
20 | COc1ccc(-c2csc(NC(=O)c3ccc(S(=O)(=O)N4CCc5ccccc5C4)cc3)n2)cc1 | 9 | 6.7%
21 | O=C(c1ccccc1)c1ccc2c(c1)OCCCO2 | -4 | -2.2%
22 | Cc1ccc(SCc2nc3ccccc3n2CC(=O)Nc2ccc(Cl)cc2)cc1 | 3 | 5.0%
23 | NC(=S)Cc1nc(-c2ccccc2)cs1 | 4 | 5.0%
24 | COCCNc1c([N+](=O)[O-])c(=O)n(-c2ccccc2)c2ccccc12 | -10 | -2.3%
25 | CCOc1ncccc1C(=O)OCc1nnc(-c2ccccc2)o1 | 2 | 6.2%
26 | Cc1ccc(/C=N/NC(=O)c2cccc(S(=O)(=O)Nc3ccccc3Cl)c2)o1 | 4 | 3.3%
27 | COc1ccccc1-c1nnc(SC)n1C | 6 | -1.3%
28 | O=C1C2C3C=CC(CNS(=O)(=O)c4ccccc4[N+](=O)[O-])(O3)C2C(=O)N1c1ccccc1 (stereo unspecified) | -12 | -0.3%
29 | N#C/C(=C\c1cccnc1)C(=O)Nc1cccc2ccccc12 | -3 | -2.6%
30 | Cn1cnnc1Sc1nc2c(c(=O)n(C)c(=O)n2C)n1Cc1ccccc1Cl | -12 | -8.7%
31 | N#Cc1nc(COc2cccc(Cl)c2)oc1NCCN1CCOCC1 | -7 | 4.6%
32 | CSc1sccc1/C=N/NC(=O)c1ccncc1 | -9 | -2.9%
33 | O=C(COc1cccc2ccccc12)NNC(=O)CSCCO | 5 | 3.3%
34 | O=C1Nc2ccccc2/C1=C/C(=O)c1cccs1 | 10 | -3.8%
35 | COc1ccc(C(=O)NCc2nnc(SCC(=O)Nc3ccc4c(c3)OCO4)o2)cc1 | 4 | -2.6%
36 | CC1(C)NC(=O)N(Cc2cc(=O)n3ccsc3n2)C1=O | 2 | 3.7%
37 | Cc1ccc(NC(=S)Nc2ccc(F)cc2)c(C)c1 | -6 | -3.9%
38 | c1csc(CNc2ccc3c(c2)OCCO3)c1 | / | -0.8%
39 | CN1CCN(c2ccccc2NC(=O)c2ccc(-c3ccc(Cl)cc3Cl)o2)CC1 | / | -2.4%
40 | O=C(CCC1CCCC1)Nc1ccc(Br)cn1 | / | -4.7%
41 | CC1CCCC(NC(=O)COC(=O)CCC2CCCC2)C1C (stereo unspecified) | -5 | -0.9%
42 | Cc1ccsc1C=Nc1c(C)n(C)n(-c2ccccc2)c1=O | / | 0.5%
43 | O=C(c1ccco1)N(Cc1ccc([N+](=O)[O-])cc1)c1ccc(Cl)cc1 | 31 | 9.6%
44 | Cc1cccc(OCC(=O)Nc2cccc(-c3nnc(-c4ccccc4)o3)c2)c1C | / | 4.9%
45 | N#CCCn1nc(-c2ccc(Br)cc2)cc1Nc1ccccc1NC(=O)C(F)(F)F | 0 | 0.5%
46 | CCOc1cc(C=C(C(=O)OC)C(=O)OC)ccc1OCc1ccc([N+](=O)[O-])cc1 | 11 | -8.3%
47 | O=C(OCc1cc2ccccc2[nH]c1=O)C1CCCCC1 | -3 | -2.0%
48 | O=C(O)CC[C@@H](C(=O)O)N1C(=O)c2ccccc2C1=O | / | -4.3%
49 | Cc1ccc(CN2C3CCCC2CC(NC(=O)c2ccc(C)cc2)C3)cc1 (stereo unspecified) | -7 | -1.6%
50 | O=C(O)c1cc(O)ccc1NC(=O)c1cccc2ccccc12 | 4 | 4.1%
51 | Cc1cccc(NC(=S)NNC(=O)c2ccccc2Br)c1 | 6 | 3.4%
52 | O=C(CNC(=O)c1ccccn1)N/N=C/c1ccccc1 | / | -1.3%
53 | CCSC1(SCC)N=C(N)C2(C#N)C(c3ccccc3)NC(C)=CC12C#N (stereo unspecified) | 7 | 8.1%
54 | CC(C)N1CCC2(CC1)NC(CO)(CO)CO2 | -2 | 2.2%
55 | NCCCS(=O)(=O)O | / | -4.2%
56 | Cc1sc2nc(SCC(N)=O)n(C)c(=O)c2c1C | 1 | 5.7%
57 | Cc1cc(NS(=O)(=O)Cc2ccccc2)no1 | -12 | -5.1%
58 | O=C(CSc1ncccc1C(=O)O)NCc1ccc(F)cc1 | / | 2.4%
59 | O=C(c1ccc(=O)n(Cc2ccc(Cl)c(Cl)c2)c1)N1CCOCC1 | 13 | -6.7%
60 | Cc1cc(=O)n2[nH]c(-c3ccccc3)cc2n1 | / | 1.7%

(listing goes on)
cpd	SMILES	RmlCD inh 1536	GlmU inhibition
61	O=C(Nc1ccc(N2CCOCC2)cc1)C1CCN(S(=O)(=O)Cc2ccccc2)CC1	10	-3.7%
62	O=c1sc2ccccc2n1CCCOc1ccccc1	/	-1.5%
63	COC(=O)c1sc2nc(N)c(C#N)cc2c1N	-8	3.3%
64	CCCc1cc(C(=O)Nc2cccc(C(C)=O)c2)no1	-9	-1.1%
65	CCNC(=S)N(Cc1cc2cc(C)ccc2[nH]c1=O)C1CCCC1	6	1.4%
66	Cc1cc(C)cc(NC(=O)c2c(C)nc3ccccn23)c1	-9	1.2%
67	CC(C)(C)Nc1c(-c2ccc(O)cc2)nc2ccc(Cl)cn12	1	-5.1%
68	Cc1cc(C(=O)c2cnc(/N=C/N(C)C)s2)cc(C)c1O	/	2.5%
69	Cc1ccc2c(CSc3nnc4ccccn34)cc(=O)oc2c1C	/	1.3%
70	CCN1CCCC1CNS(=O)(=O)c1ccc(Cl)c(C(F)(F)F)c1 (stereo unspecified)	10	-1.2%
71	CN(C)CCN=Cc1c(O)n(C2CCCCCC2)c(=O)[nH]c1=O	15	2.0%
72	CCC(C)(C)NC(=O)C(c1ccc(C)cc1)N(Cc1ccco1)C(=O)Cn1nnc2ccccc21 (stereo unspecified)	/	-5.2%
73	CCOC(=O)c1cnc2c(c(C)nn2CC)c1NCCN1CCOCC1	-14	-2.8%
74	Cc1onc(-c2c(F)cccc2Cl)c1C(=O)ONC(=O)c1ccco1	6	-1.4%
75	S=c1[nH]nc(-c2ccccc2)n1/N=C/C=C/c1ccco1	9	6.1%
76	CN1CCN(/C=N/c2c(C#N)cnn2Cc2ccccc2)CC1	/	3.9%
77	COc1ccc(OC)c(/C=C2\SC(=S)N(N3CCOCC3)C2=O)c1	-10	-0.8%
78	O=C(CSc1nnc(CCc2ccccc2)n1-c1ccc(Cl)cc1)c1ccccc1	-6	4.4%
79	CCN(CC)CCn1c(=S)[nH]c2ccc(Cl)cc2c1=O	14	/
80	COc1ccc(/C=C/C(=O)OCC(=O)c2ccc3c(c2)NC(=O)CO3)cc1	-8	/
81	CC(=O)c1ccc(NC(=O)C2(c3ccccc3)CC2(Cl)Cl)cc1 (stereo unspecified)	17	-1.6%
82	COC1=CC(=O)OC(/C=C/c2ccccc2)C1 (stereo unspecified)	/	6.3%
83	O=[N+]([O-])c1ccc(OCC(O)CNC2CCCC2)cc1 (stereo unspecified)	/	3.2%
84	c1ccc2oc(Cc3ccc(Cc4nc5ccccc5o4)cc3)nc2c1	-5	1.5%
85	Cc1ccc(C2=NN(Cc3nnc(-c4ccccc4)o3)C(=O)SC2)cc1	-11	3.4%
86	Fc1cccc(-c2cc3nc(-c4ccccc4)cc(N4CCC5(CC4)OCCO5)n3n2)c1	/	1.2%
87	COc1ccccc1NC(=O)C(=N\O)/C(C)=N/O	-11	-0.2%
88	CCOC(=O)c1cccc(NC(=O)c2cccnc2)c1	/	3.0%
89	Cc1ccc(NNC(=O)c2c(F)cccc2Cl)cc1Cl	76	3.0%
90	O=C(Nc1cccc(S(=O)(=O)N2CCCCCC2)c1)c1ccc2c(c1)OCO2	/	-1.2%
91	Cc1ccc(Nc2nc(N)nc(CCl)n2)cc1	2	-0.5%
92	COc1ccccc1Nc1nc(N)nc(CN2CCC(Cc3ccccc3)CC2)n1	7	3.7%
93	CN1CCN(C(=O)Nc2ccccc2CC[N+](=O)[O-])CC1	-1	1.5%
94	CC(=O)c1ccc(N2CC(C)(C)C2=O)cc1	4	/
95	C=C(C)C1CC=C(C)/C(=N/NC(=O)c2ccc(NC(=O)CC)cc2)C1 (stereo unspecified)	/	3.3%
96	CC(C)n1nc(C(=O)OCC(=O)N2CC(=O)Nc3ccccc32)c2ccccc2c1=O	6	6.1%
97	O=C(NN1C(=O)/C(=C/C=C/c2ccco2)SC1=S)c1ccncc1	5	11%
98	CCOc1ccc(C(=O)Nc2cnn(Cc3ccc(Cl)c(Cl)c3)c2)cc1	/	-2.3%
99	Cc1ccc(C2C=C(c3ccccc3)Nc3nc(N4C(=O)CCC4=O)nn32)cc1 (stereo unspecified)	/	-6.8%
100	COC(=O)Cn1ncc2c3ccccc3n(C)c2c1=O	-6	-6.0%
101	Cc1cc(C)nc(-n2nc(C)cc2NC(=O)c2cccc(S(=O)(=O)N(C)C)c2)n1	/	8.1%
102	CC(=O)c1ccc(NC(=S)N2CCN(CCN3C(=O)c4cccc5cccc(c45)C3=O)CC2)cc1	17	-4.6%
103	CCOC(=O)c1sc(NC(C)=O)c(C(=O)OCC)c1C	-9	3.6%
104	Cc1cc(Cl)c(OCCOCCN2CCC(C)CC2)c(Br)c1	-8	-0.9%
105	c1ccc(-c2ncnc3cc4n(c23)CCC4)cc1	/	-0.1%

One compound at a time, as listed above. Order of screens: RmlCD inh 1536 | GlmU inhibition
Cc1cc(Cl)c(OCCOCCN2CCC(C)CC2)c(Br)c1 across the screens: -8 | -0.9%
C=C(C)C1CC=C(C)/C(=N/NC(=O)c2ccc(NC(=O)CC)cc2)C1 (stereo unspecified) across the screens: / | 3.3%
Cc1ccc(Nc2nc(N)nc(CCl)n2)cc1 across the screens: 2 | -0.5%

Given with two lines to a compound: entries from further up.
Under each structure – RmlCD inh 1536, GlmU inhibition
10: Cn1ncc2c(NNC(=O)c3ccc(Cl)cc3Cl)ncnc21
    10, -3.9%
11: COC(=O)Cc1ccc(NC(=S)N2CCCC(C)C2)cc1 (stereo unspecified)
    4, 3.3%
12: O=S1(=O)CCOC[C@H](Cc2ccccc2)N1Cc1cccc(C(F)(F)F)c1
    /, 5.6%
13: CCCCn1c(N)nc2ccccc21
    /, 1.1%
14: CCNc1nc(C23CC4CC(CC(C4)C2)C3)cs1
    34, 9.1%
15: O=C(NCc1ccccc1)c1cc2nc(C3CC3)cc(C(F)(F)F)n2n1
    /, -1.4%

Next records follow.
cpd	SMILES	RmlCD inh 1536	GlmU inhibition
106	CN(CC1CCCO1)S(=O)(=O)c1ccc(C(=O)N2CCN(c3ccccc3)CC2)cc1 (stereo unspecified)	6	/
107	CC1CC(C)(C)CC2(C1)NC(=O)N(CC(=O)NCCc1c[nH]c3ccccc13)C2=O (stereo unspecified)	-1	-2.1%
108	CCCCN(C)C(=O)c1nc2ccccn2c1CN1CCC[C@H]1C(=O)OC	/	5.3%
109	Cn1c(SCC(=O)Nc2ccccc2)nnc1-c1ccc2nonc2c1	-3	-1.5%
110	Cc1ccccc1-n1c(SC2CCOC2=O)nnc1-c1ccncc1 (stereo unspecified)	-6	-5.1%
111	C=CCNC(=S)/N=c1/ccccn1CC	5	-0.7%
112	Cc1ccccc1-n1c(O)c(C=Nc2ccc3c(c2)OCO3)c(=O)[nH]c1=O	11	7.2%
113	COc1ccccc1-c1cc(C(=O)N2CCN(c3ccc(F)cc3)CC2)no1	/	-1.0%
114	O=C1c2ccccc2S(=O)(=O)N1Cc1nc2ccccc2s1	/	1.9%
115	COc1ccc(CC(=O)OCC(=O)Nc2ncc(Cl)cc2Cl)cc1OC	-6	3.8%
116	CCCC(=O)OCC(=O)Nc1cc([N+](=O)[O-])ccc1OC	-8	6.0%
117	Cn1c(SCC(=O)c2c(N)n(C)c(=O)n(C)c2=O)nnc1-c1ccccc1	-10	-0.2%
118	CC(C)CCNC(=O)C(C)N(Cc1ccc(F)cc1)C(=O)c1ccc(CN2CCOCC2)o1 (stereo unspecified)	-2	-3.3%

Screens (PubChem BioAssay)
